Screening data as filed in PubChem.
FXN GAA850 act = FXN promoter activators, primary screen, cell-based, luciferase luminescence, HEK293 lucGAA850; 360,000 tested, 0.56% active; activation, % at 6 µM; HEK293 lucGAA850 FXN promoter luciferase reporter, 24 h; percent of 10 µM SAHA response; AID 540364, 2011;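 active means activation above the average of all compounds screened plus 3 SD, cutoff fixed separately per campaign, cut at about 7.5% in these data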;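 further: 0% = DMSO wells and 100% = 10 µM SAHA wells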
PG9 binder = binders of HIV-1 gp120 antibody PG9, primary screen, biochemical, TR-FRET. HIV-1 gp120 / PG9 antibody interaction. inhibition, % at 6.7 µM. TR-FRET gp120-PG9 antibody binding. AID 624416, 2012. 360,000 tested, 0.43% active; in the data active means inhibition above about 8.5%
hgDAF-12 ag = H. glycines DAF-12 receptor agonists, primary screen, cell-based, luminescence, HEK293, GAL4 fusion, UAS-luciferase. HEK293 GAL4-hgDAF12 UAS-luciferase reporter, agonist luminescence; normalized to butyrate control. activation, % at 6.8 µM. 370,000 tested, 1.8% active. AID 687014, 2013;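 active means activation above a cutoff set at the mean of all screened compounds plus 3 SD, cut at about 10% in these data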;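 further: 0% = DMSO wells and 100% = sodium butyrate wells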
NPR1 activator = GC-A stimulated cGMP production enhancers – HEK293 GC-A cells, cGMP TR-FRET, EC30 ANP, primary screen; Atrial natriuretic peptide receptor 1 (Homo sapiens), P16066; 0% at EC30 ANP, 100% saturating ANP; activation, % at 10 µM; 370,000 tested, 0.14% active; in the data active means activation above about 40%
hcDAF-12 act = H. contortus DAF-12 nuclear receptor activators, primary screen, cell-based, luminescence, HEK293, lit1-tk-luc reporter; HEK293 hcDAF-12 lit1-tk-luc reporter; 0% DMSO, 100% Δ7-dafachronic acid; AID 652067, 2013; activation, % at 6.8 µM; 370,000 tested, 1.4% active;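 active means activation above the mean of all tested compounds plus 3 SD, cut at about 5.5% in these data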;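 further: 100% = response to 3 µM Δ7-dafachronic acid high control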
ADAM17 inh = ADAM17 inhibitors, primary screen, biochemical, QFRET; AID 720648, 2013; Disintegrin and metalloproteinase domain-containing protein 17 (Homo sapiens), P78536; 370,000 tested, 0.83% active; inhibition, % at 6.95 µM; recombinant ADAM17, EDANS/DABCYL FRET peptide cleavage;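 active means inhibition above the mean of compounds lying between control limits plus 3 SD, set per campaign, cut at about 8.5% in these data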;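 further: 0% = DMSO-only wells as the low control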
Target sequence (P78536 215-824 limits assumed): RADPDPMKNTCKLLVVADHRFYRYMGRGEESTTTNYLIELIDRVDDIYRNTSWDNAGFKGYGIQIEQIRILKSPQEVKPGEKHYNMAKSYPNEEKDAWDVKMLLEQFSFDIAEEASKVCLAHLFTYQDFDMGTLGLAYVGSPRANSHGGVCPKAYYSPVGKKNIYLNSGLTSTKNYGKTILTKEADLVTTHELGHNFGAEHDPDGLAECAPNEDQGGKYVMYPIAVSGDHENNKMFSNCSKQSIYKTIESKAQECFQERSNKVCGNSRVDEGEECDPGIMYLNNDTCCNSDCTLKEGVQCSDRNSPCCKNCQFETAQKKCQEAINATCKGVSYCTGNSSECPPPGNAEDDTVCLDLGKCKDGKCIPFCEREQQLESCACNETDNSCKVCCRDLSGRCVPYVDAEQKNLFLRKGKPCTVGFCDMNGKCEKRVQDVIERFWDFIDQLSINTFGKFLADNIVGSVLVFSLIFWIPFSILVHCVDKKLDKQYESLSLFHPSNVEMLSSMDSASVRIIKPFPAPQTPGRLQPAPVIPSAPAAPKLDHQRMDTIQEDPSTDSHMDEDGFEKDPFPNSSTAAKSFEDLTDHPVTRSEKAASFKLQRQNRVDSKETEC
ADAM10 inh = human ADAM10 inhibitors, primary screen, biochemical, QFRET, HTS | Disintegrin and metalloproteinase domain-containing protein 10 (Homo sapiens), O14672 | inhibition, % at 7 µM | recombinant ADAM10, EDANS/DABCYL FRET peptide cleavage, 3 h | 370,000 tested, 0.62% active;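 active means inhibition above a per-campaign cutoff equal to the mean of compounds falling between control-based bounds plus 3 SD, cut at about 20% in these data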;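 further: 0% = DMSO wells while the 100% control is not disclosed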
DAX1 inh-1 = DAX1 (NR0B1) inhibitors on StAR promoter, primary screen, cell-based, luminescence, SF-1 (NR5A1), full-length DAX-1. 370,000 tested, 1.1% active. HEK293T StAR-luciferase reporter, SF-1/DAX-1 repression relief. inhibition, % at 6.8 µM. AID 652010, 2013;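 active means inhibition above the mean over all tested compounds plus 3 SD, cut at about 3.6% in these data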;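 further: 0% = DAX-1 cells with DMSO and 100% = cells lacking DAX-1 with DMSO; higher inhibition means more luminescence from relief of DAX-1 repression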
DAX1 inh-2 = DAX1 (NR0B1) inhibitors, primary screen, cell-based, HEK293, Gal4-DAX1, luciferase luminescence; Nuclear receptor subfamily 0 group B member 1 (Homo sapiens), P51843; inhibition, % at 6.75 µM; 340,000 tested, 0.99% active; HEK293 Gal4-DAX1 luciferase reporter; AID 504766, 2011;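 active means inhibition above the mean over all tested compounds plus 3 SD, cut at about 4.2% in these data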;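 further: 0% = DAX1-transfected cells with DMSO and 100% = empty-vector control cells with DMSO; inhibition shows as a rise in luminescence from relieved DAX1 repression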
Target sequence (P51843 207-470 limits assumed): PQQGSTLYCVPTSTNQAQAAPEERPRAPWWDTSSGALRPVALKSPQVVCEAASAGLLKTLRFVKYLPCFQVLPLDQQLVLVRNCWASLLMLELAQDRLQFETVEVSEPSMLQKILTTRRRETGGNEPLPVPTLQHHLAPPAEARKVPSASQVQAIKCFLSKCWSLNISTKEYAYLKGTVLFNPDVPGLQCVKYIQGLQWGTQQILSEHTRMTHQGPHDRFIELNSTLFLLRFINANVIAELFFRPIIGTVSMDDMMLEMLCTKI
ssDAF12 agonist = S. stercoralis DAF-12 nuclear receptor activators, primary screen, cell-based, luminescence, HEK293, GRIP1 co-expression, lit1-tk-luc | 370,000 tested, 1% active | Nuclear hormone receptor DAF-12 (Strongyloides stercoralis) | activation, % at 6.8 µM | HEK293 ssDAF-12/GRIP1 lit1-tk-luc reporter; % of 3 µM dafachronic acid response;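 active means activation above the mean over all tested compounds plus 3 SD, cut at about 0.9% in these data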;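 further: 0% = DMSO-only wells and 100% = 3 µM delta7-dafachronic acid wells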
SMARCA2 activ = SMARCA2 (BRM) function activators, primary screen, cell-based, luminescence, high throughput; MG213 cells, MMTV-luciferase reporter, dexamethasone, overnight; activation, % at 9.1 µM; 370,000 tested, 1% active; in the data active means activation above about 7.8%;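 further: 0% = vehicle wells and 100% = reference activator wells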
* marks the source's active call; other numbers are inactive results; i = inactive; / = not tested or not shown. The order is random (roughly 6.8% active in at least one column).

SMILES | FXN GAA850 act | PG9 binder | hgDAF-12 ag | NPR1 activator | hcDAF-12 act | ADAM17 inh | ADAM10 inh | DAX1 inh-1 | DAX1 inh-2 | ssDAF12 agonist | SMARCA2 activ
CCOC(=O)N(C)C[C@H]1OCc2cnnn2CCCC(=O)N([C@H](C)CO)C[C@H]1C | 1.1 | -0.7 | -3.5 | -1 | 1.7 | 1 | -2 | 2.0 | 1.3 | -0.5 | 5
Clc1ccc(NCc2cccnc2)cc1 | 3.9 | 1.6 | 0.3 | 7 | -2.1 | -4 | -7 | -0.1 | 0.7 | -1.3 | -1
O=C(Cc1ccccc1)Nc1ccc(SC(F)F)cc1 | 4.9 | 0.1 | 6.3 | 6 | 2.4 | 5 | 7 | 1.3 | 4.3* | -0.5 | 0
CC(C)N1CC(C(=O)Nc2ccc(Br)c(Cl)c2)CC1=O (stereo not given) | -1.0 | 2.0 | 0.4 | 4 | -2.0 | -2 | 14 | -0.8 | -0.3 | -1.1 | -2
CNC[C@@H]1Oc2c(NC(=O)Nc3ccc(F)cc3)cccc2C(=O)N([C@H](C)CO)C[C@@H]1C | 1.3 | 0.2 | 1.8 | 0 | -0.8 | 1 | 0 | 0.2 | 1.3 | -1.3 | 3
C=CCN1[C@H](C#N)[C@@H](c2ccccc2)[C@H]1CO | / | / | -3.2 | 1 | -0.9 | -3 | -5 | 0.6 | / | -0.4 | -3
O=C(CCS(=O)(=O)c1cccc2nsnc12)NCc1ccccc1 | 1.3 | -3.1 | -0.7 | -2 | -1.1 | 3 | 11 | -0.4 | 0.0 | -0.9 | 2
CC1=C(C(=O)NC(C)CCc2ccccc2)C2(CCC(C)CC2)OC1=O (stereo not given) | -1.0 | -2.7 | -1.2 | 1 | 0.7 | -1 | 4 | -0.1 | 5.1* | -1.0 | -1
Cc1ccccc1C1CC(c2ccccc2OC(F)F)Nc2ncnn21 (stereo not given) | -0.2 | 0.5 | -1.1 | -2 | 0.9 | 2 | 12 | 0.1 | -0.6 | -1.3 | -1
CN(CC(=O)Nc1ncn[nH]1)S(=O)(=O)c1ccc(Cl)cc1 | -0.5 | -0.1 | 1.2 | 1 | -1.8 | 0 | -2 | 0.1 | 1.2 | -0.7 | -3
CC(C)(C)c1ccc(-c2nnc(NC(=O)c3ccccc3)s2)cc1 | -0.5 | -0.5 | -2.8 | 9 | -0.5 | -3 | -3 | 0.9 | 0.4 | -0.6 | 0
CCOc1ccc(S(=O)(=O)N2CCN(C(=O)c3cc(S(=O)(=O)N4CCOCC4)ccc3C)CC2)cc1 | -0.4 | 1.8 | -2.4 | 0 | -1.7 | 0 | -12 | -0.9 | -0.9 | -0.8 | -2
O=C(Cn1cc2c(n1)CCCC2)NCC1CCCO1 (stereo not given) | -0.7 | -1.6 | -1.7 | 5 | -1.0 | -4 | -15 | 0.2 | 0.2 | -0.8 | -1
COc1ccc(NC(=S)Nc2cc(C(F)(F)F)ccc2F)cc1 | -0.7 | -1.8 | 5.3 | 3 | -1.5 | 5 | 6 | 0.8 | -0.1 | -0.7 | 0
CC1Cc2ccccc2N1C(=O)CN(C)CC(=O)Nc1ccc(F)cc1 (stereo not given) | 1.2 | -0.3 | -0.6 | -3 | -0.2 | -2 | -12 | -0.7 | 0.3 | -0.9 | 0
O=C(Cn1nnc(-c2ccccc2)n1)NNC(=O)c1ccccc1 | 0.7 | 1.1 | -1.4 | -2 | -1.5 | -4 | -6 | 0.3 | 0.1 | -1.9 | -3
O=C1NC2(NN1c1ccccc1)C1CC3CC(C1)CC2C3 (stereo not given) | -0.3 | 1.4 | -0.3 | -2 | -0.1 | 4 | 6 | 0.4 | 0.2 | 0.0 | -3
CCC1(C)Cc2c(sc3nnn(CC(=O)Nc4cccc5ccccc45)c(=O)c23)CO1 (stereo not given) | -0.5 | 1.3 | 1.1 | -6 | -0.7 | -4 | -4 | -0.9 | 0.2 | -1.4 | -4
COc1cc(-c2nc(-c3ccc4c(c3)-c3ccccc3S4(=O)=O)c(-c3ccccc3)[nH]2)cc(OC)c1O | -4.0 | 3.3 | -4.1 | -6 | -2.0 | 8.8* | -10 | -2.3 | -1.9 | -1.2 | -3
CCN(CC)S(=O)(=O)c1cccc(C(=O)N[C@H](C(=O)Nc2nc3ccccc3s2)C(C)C)c1 | -1.3 | 1.0 | 4.8 | 20 | -1.9 | -2 | -3 | 0.2 | -2.8 | -1.1 | 3
C=CCOc1cccc(C2C(C(=O)c3ccco3)=C(O)C(=O)N2CCN(CC)CC)c1 (stereo not given) | -2.1 | -2.8 | 3.8 | 5 | -0.8 | 2 | -7 | -0.1 | 4.7* | -1.4 | -3
COCCCNC(=O)c1ccc2c(c1)NC(=O)C(C)(C)O2 | / | / | -1.6 | 5 | -3.2 | -19 | -5 | 0.6 | / | -0.3 | 2
Cc1ccc(S(=O)(=O)NNC(=O)c2cnn(-c3ccccc3)c2C(F)(F)F)cc1 | 0.8 | 0.7 | -0.8 | 7 | 1.7 | -3 | -3 | 0.2 | 2.7 | -1.4 | -6
CCc1ccc(NC(=O)Cn2cc([N+](=O)[O-])nc2C)cc1 | 2.8 | -0.3 | -4.1 | 1 | -1.7 | -2 | 2 | -0.8 | 0.8 | -0.3 | 0
O=C(CSCc1ccccc1)Nc1ccc(S(=O)(=O)N2CCOCC2)cc1 | -2.4 | 0.8 | 1.9 | -3 | -2.4 | -1 | -3 | -0.3 | 1.1 | -0.8 | 0
COc1ccc(C(C(=O)NC2CCCCC2)N(C(=O)CCl)c2ccc(C)cc2)cc1 (stereo not given) | -11 | -1.2 | -1.0 | -34 | -2.6 | 2 | 2 | -0.5 | -2.3 | -2.2 | -11
O=C(NCc1cn(-c2ccccc2)nc1-c1ccc(F)cc1)c1cccc([N+](=O)[O-])c1 | -2.0 | -1.1 | -2.2 | -4 | -2.5 | 9 | 21* | -1.3 | -1.2 | -1.9 | -1
C/C(CC(C)C)=N\NC(=O)Nc1ccccc1 | -0.5 | -1.9 | 1.1 | 1 | -1.8 | -1 | -5 | 0.1 | -0.5 | -0.2 | -1
Cc1c(NC(=O)c2ccc(Br)o2)c(=O)n(-c2ccccc2)n1C | 0.9 | -1.2 | -1.8 | 4 | -0.5 | 0 | 12 | 0.2 | -0.7 | -0.9 | -1
CCOCc1cc(CN2CCCC(CNC(=O)c3ccco3)C2)ccc1OC (stereo not given) | -0.3 | -1.1 | 0.4 | 2 | -1.4 | -3 | 4 | 0.0 | 0.3 | -0.7 | 1

Part of the list above, tab-delimited.
Molecule	FXN GAA850 act	PG9 binder	hgDAF-12 ag	NPR1 activator	hcDAF-12 act	ADAM17 inh	ADAM10 inh	DAX1 inh-1	DAX1 inh-2	ssDAF12 agonist	SMARCA2 activ
O=C(NCc1cn(-c2ccccc2)nc1-c1ccc(F)cc1)c1cccc([N+](=O)[O-])c1	-2.0	-1.1	-2.2	-4	-2.5	9	21*	-1.3	-1.2	-1.9	-1
C/C(CC(C)C)=N\NC(=O)Nc1ccccc1	-0.5	-1.9	1.1	1	-1.8	-1	-5	0.1	-0.5	-0.2	-1
Cc1c(NC(=O)c2ccc(Br)o2)c(=O)n(-c2ccccc2)n1C	0.9	-1.2	-1.8	4	-0.5	0	12	0.2	-0.7	-0.9	-1

(next part)
SMILES | FXN GAA850 act | PG9 binder | hgDAF-12 ag | NPR1 activator | hcDAF-12 act | ADAM17 inh | ADAM10 inh | DAX1 inh-1 | DAX1 inh-2 | ssDAF12 agonist | SMARCA2 activ
O=C1CC/C=C\C[C@@H](CC(=O)N(CCO)Cc2ccccc2)C(=O)N[C@H](Cc2c[nH]c3ccccc23)CO1 | -2.0 | 0.8 | 2.8 | 3 | -1.5 | -5 | 7 | -0.2 | 0.5 | -0.7 | 1
C#CCN(C[C@@H]1[C@@H](OC(=O)Nc2cccs2)[C@@H](OC(=O)Nc2cccs2)Cn2c(=O)ccc(=O)n21)S(=O)(=O)c1ccc(C)cc1 | -1.9 | 0.5 | -10.0 | 5 | -4.2 | 10* | 18 | -6.8 | -3.6 | -2.5 | -12
O=C(NNC1=NCCC1)c1ccc(Br)cc1 | 0.2 | 0.2 | 0.8 | -2 | 0.2 | -2 | 0 | 0.0 | -0.5 | -1.1 | 0
O=[N+]([O-])c1ccccc1S(=O)(=O)N(CC1CO1)c1ccccc1 (stereo not given) | 1.0 | -1.1 | -3.4 | 5 | -1.6 | 0 | -1 | 0.3 | 0.1 | -1.1 | 3
O=C(NCc1cccc(C(F)(F)F)c1)c1csc([C@@H]2O[C@H](CO)[C@H](O)[C@H](O)[C@H]2O)n1 | 0.5 | -1.2 | 0.4 | -1 | -2.4 | -4 | -4 | 0.4 | / | -1.1 | -4
Cc1ccc(NC(=O)Nc2cccc([N+](=O)[O-])c2)nc1 | 3.9 | -1.3 | 3.0 | 7 | -0.2 | -1 | -3 | -0.3 | 3.4 | -0.5 | 1
O=C(NCc1ccco1)c1cccc(Br)c1 | -1.9 | -0.6 | 3.3 | -3 | -1.5 | 2 | -3 | -0.1 | 0.9 | -1.2 | -2
CC(C)(C)c1ccc(OC(=O)c2ccc(-n3cncn3)nc2)cc1 | / | -1.7 | 1.5 | 2 | -1.3 | -4 | -3 | -0.3 | / | -1.7 | -3
COc1ccc(CNC(=O)CCc2nc3cc(S(=O)(=O)N(C)C)ccc3n2C)cc1OC | -2.0 | 0.8 | -0.1 | -1 | -1.7 | -1 | -2 | -0.5 | -1.0 | -1.9 | -2
CCN(CCNC(=O)CN(C)S(=O)(=O)c1cccc2nsnc12)c1ccccc1 | -2.8 | -0.6 | -1.6 | -2 | -2.6 | -1 | 2 | -0.3 | -0.9 | -1.4 | -2
COC(=O)c1c(-c2ccccc2OC)sc2cc3c(cc12)OCO3 | 1.4 | -0.2 | 2.5 | -4 | 1.6 | -166 | i | 0.0 | 2.9 | -0.8 | -1
CCOc1ccc(NC(=S)NC(=O)c2cnn(CC)c2)c([N+](=O)[O-])c1 | 0.6 | -1.2 | -1.1 | -1 | -1.9 | 1 | 0 | -2.6 | -0.6 | -0.7 | -3
O=C(CSc1nnc(-c2ccncc2)n1-c1ccc(Cl)cc1)N1CCOCC1 | 1.4 | -1.7 | -0.9 | 1 | -0.1 | -3 | 6 | 0.1 | -0.7 | -1.6 | 2
COc1ccc(C(=O)NNC(=S)NC(=O)c2ccc(Br)o2)cc1OC | 0.9 | 3.1 | -1.7 | -5 | 0.6 | -3 | 3 | -0.3 | -0.3 | -1.5 | -3
